yeast sgs1 mgt1: NCI yeast anticancer drug screen, S. cerevisiae sgs1 mgt1 strain | % growth inhibition at 50 µM | hit rate 10% among 78,000;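 further: 0% = growth of vehicle-only cultures of the same strain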
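Growth of a repair-deficient yeast mutant was monitored after compound treatment and expressed as inhibition relative to vehicle-treated cultures.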
cln2 rad14: NCI yeast anticancer drug screen, S. cerevisiae cln2 rad14 strain. growth inhibition, % at 50 µM. hit rate 8.3% among 78,000. AID 165;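 further: 0% = growth of vehicle-only cultures of the same strain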
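Strain: cln2 rad14 yeast, altered in cell cycle control and DNA damage repair. Read-out: growth inhibition vs vehicle.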
yeast mlh1 rad18: NCI yeast anticancer drug screen, S. cerevisiae mlh1 rad18 strain; % growth inhibition at 50 µM; hit rate 11% among 79,000; AID 175;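 further: 0% = growth of vehicle-only cultures of the same strain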
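Inhibition values reflect reduced growth of mutant yeast versus vehicle-treated controls following compound exposure; the mutations affect DNA damage repair.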
rad50: NCI yeast anticancer drug screen, S. cerevisiae rad50 strain. hit rate 10% among 79,000. % growth inhibition at 50 µM;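 further: 0% = growth of vehicle-only cultures of the same strain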
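DNA repair mutant yeast, compound exposure, growth read-out; inhibition is taken relative to vehicle.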
mec2-1: NCI yeast anticancer drug screen, S. cerevisiae mec2-1 strain; hit rate 9% among 79,000; AID 157; % growth inhibition at 50 µM;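 further: 0% = growth of vehicle-only cultures of the same strain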
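Vehicle-treated cultures served as reference for growth inhibition of compound-exposed mec2-1 yeast.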
bub3: NCI yeast anticancer drug screen, S. cerevisiae bub3 mutant strain. growth inhibition, % at 50 µM. hit rate 9.9% among 78,000. AID 167;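 further: 0% = growth of vehicle-only cultures of the same strain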
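Inhibition values come from growth of compound-treated mutant yeast normalised to vehicle-treated controls.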
* hit, by the source's call; ! = not confirmed by another sample. No stated cut-off is given here; in the data, active means growth inhibition above about 70%; inactive means the rest.

Start of the data: the first four records, to show the layout:
SMILES	yeast sgs1 mgt1	cln2 rad14	yeast mlh1 rad18	rad50	mec2-1	bub3
CN1C(=O)C(CCCN=C(N)N)NC1=S (centres undefined)	-6.7	-12.2	-13.6	-13.7	-2.4	-2.5
O=C(O)CCc1cccc(N(CCF)CCF)c1	17.6	-26.1	5.2	11.7	8.0	19.9
COc1ccc(C2CC(C)(N3CCCC3)Oc3cc4c(cc32)OCO4)c(OC)c1 (centres undefined)	-11.1	5.8	44.9	22.0	-1.5	24.2
COc1ccc(CC(NC(=O)OCc2ccccc2)C(=O)O)cc1 (centres undefined)	2.7	-52.1	6.6	1.1	4.2	18.7

Results, previewed entries included:
SMILES	yeast sgs1 mgt1	cln2 rad14	yeast mlh1 rad18	rad50	mec2-1	bub3
CN1C(=O)C(CCCN=C(N)N)NC1=S (centres undefined)	-6.7	-12.2	-13.6	-13.7	-2.4	-2.5
O=C(O)CCc1cccc(N(CCF)CCF)c1	17.6	-26.1	5.2	11.7	8.0	19.9
COc1ccc(C2CC(C)(N3CCCC3)Oc3cc4c(cc32)OCO4)c(OC)c1 (centres undefined)	-11.1	5.8	44.9	22.0	-1.5	24.2
COc1ccc(CC(NC(=O)OCc2ccccc2)C(=O)O)cc1 (centres undefined)	2.7	-52.1	6.6	1.1	4.2	18.7
O=C(Nc1ccc(CCc2ccc(NC(=O)C34CC5CC(CC(C5)C3)C4)cc2)cc1)C12CC3CC(CC(C3)C1)C2	13.8	-0.5	2.5	-9.7	-6.5	-0.2
Nc1cccc(/C=C/c2ccnc3ccccc23)c1	46.1	14.4	-5.3	22.4	-20.7	-21.5
[N-]=[N+]=CC(=O)OCC1NC(=O)C(COC(=O)C=[N+]=[N-])NC1=O (centres undefined)	71.3*!	76.0*!	86.6*!	80.2*!	85.7*!	85.3*!
COc1ccc(C(=O)CCN(C)C)c2ccccc12	-17.1	9.7	17.5	-9.1	-19.8	-20.3
CCCCc1c2c(nc3c1CCC/C3=C\c1ccccc1)C(=O)CCC2	3.2	12.2	18.1	15.8	9.1	30.6
CCC/C(=N/NC(N)=O)C1CCOCC1	-10.3	0.8	-2.2	-7.3	0.6	-7.2
O=C1NC(CCl)(CCl)CO1	-1.7	5.5	10.1	4.2	8.8	-2.0
CN(C)CCCNc1ccc2c(=O)n(CCN(C)C)c(=O)n3c4ccccc4c(=O)c1c23	26.2	58.6	25.4	71.7*	55.0	40.9
COc1ccc(-c2ccc(OC)cc2)cc1	-3.8	-0.7	3.0	2.9	-2.8	21.4
O=C(c1nsc(Cl)c1Cl)N1CCCCC1	9.4	-1.4	23.2	-12.0	-21.4	13.9
Cc1ncc(C(=O)O)c(CO)c1N	-14.8	13.3	4.8	7.5	-15.9	-18.4
COCCn1nc(-c2ccc(Cl)cc2)c(-c2ccc(Cl)cc2)c(C(C)=O)c1=O	0.9	9.1	-7.8	12.2	-5.2	-1.7
CCCc1cc(C(=O)N/N=C/c2ccccc2OC)c2ccccc2n1	5.5	-13.5	24.3	0.9	-8.5	1.1
NCC(=O)N/N=C/c1ccc([N+](=O)[O-])o1	73.2*	27.6	20.4	5.1	44.3	37.2
Clc1cccc(Cl)c1C1CSc2ccccc2N=C1c1ccccc1 (centres undefined)	16.3	11.0	3.6	-2.5	8.9	-0.9
CC(C)(C)N/N=C(\C(=O)Nc1cccc(Cl)c1)C1C(=O)Nc2ccccc2S1=O (centres undefined)	-24.6	10.7	8.8	-31.1	-43.8	-11.2
C#CCOC(=O)c1ccc(C(=O)OCC#C)cc1	-9.3	8.3	-20.7	11.9	-17.3	3.1
Cc1cc(C)c2c(c1)sc1nncn12	96.0*	97.6*	98.9*	97.9*	97.8*	98.9*
O=C(Oc1cccc(OC(=O)c2ccccc2)c1)c1ccccc1	-4.0	-13.1	32.5	9.8	11.4	19.8
O=C1C[C@@H](c2ccccc2)NCCCCN(O)CCCN1	-25.9	-7.5	-28.7	-26.7	-26.5	-20.5
O=C1NC(O)c2c(F)cccc2O1 (centres undefined)	-4.0	-25.1	8.8	-1.6	8.4	4.4
Remaining list, next part:
SMILES	yeast sgs1 mgt1	cln2 rad14	yeast mlh1 rad18	rad50	mec2-1	bub3
Cc1[nH]c(=O)[nH]c(=O)c1C	1.8	27.4	7.3	4.0	-36.1	-11.9
CCSCCCCSCC	-15.7	3.4	-2.2	-2.9	-34.4	6.3
O=C(O)c1c[nH]c2cc(OCCc3ccccc3)ccc2c1=O	12.6	4.8	11.2	30.4	-2.4	3.9
Oc1c(Br)cc(Br)c2cccnc12	98.5*	97.3*	98.4*	98.7*	98.9*	98.3*
O=C(O)/C=N/NS(=O)(=O)c1cc(Cl)ccc1Cl	6.8	7.5	47.0	8.6	15.8	3.5
CCCCOCCOCCOS(=O)(=O)c1ccc(C)cc1	12.6	5.0	13.9	11.1	1.6	10.2
Clc1cc(Cl)cc(N=C/C=C/Nc2cc(Cl)cc(Cl)c2)c1	-3.6	-30.6	23.9	3.6	-2.5	-11.8
NC(N)=NC(CC(=O)O)c1ccccc1 (centres undefined)	-26.4	-26.2	10.2	-1.1	-20.0	-46.4
COc1cccc2c1S(=O)(=O)C(c1ccccc1)=CC2=O	99.4*	98.7*	99.5*	99.5*	99.2*	99.7*
CC(C)(O)CCCC1CCC2C3CCC4CCCCC4(C)C3CCC2(C)C1O (centres undefined)	-28.1	3.8	20.1	-12.2	-15.6	-4.8
COC(=O)CC(CC(=O)C(=O)OC)C(=O)OC (centres undefined)	-19.2	14.4	-21.9	-27.7	-2.5	-20.2
Cc1ccc(S(=O)(=O)N/N=C2\C3CC4CC(C3)C2C4)cc1 (centres undefined)	-12.9	-6.5	-15.2	-21.0	-24.1	-6.2
CCOc1ccc(C(C)(CC)c2cc3c(cc2OCC)OCO3)cc1 (centres undefined)	-23.9	-9.7	4.3	-37.9	-12.0	9.2
O=C(O)c1cc(Br)ccc1O	-30.4	-37.6	-26.5	3.6	-22.4	6.0
COc1c(OC(C)=O)cc(Cl)c(C=O)c1[N+](=O)[O-]	19.3	5.8	-9.3	5.2	2.4	1.6
OC(Cc1cc(CC(O)(C(F)(F)F)C(F)(F)F)ncn1)(C(F)(F)F)C(F)(F)F	36.2	23.2	25.9	54.1	15.4	18.5
C[Si](C)(Cl)c1ccccc1	-11.7	17.4	-18.4	-47.6	-27.4	-23.6
COc1ccc(N(N=O)c2c(C)cc(C)cc2C)c(C(=O)O)c1	62.8	66.7	48.6	64.8	46.4	67.7
CC(C)n1nnc2ccccc2c1=Nc1ccccc1	96.2*	91.3*	96.5*	96.1*	97.0*	95.5*
COC(=O)c1nnn(-c2c(C)cccc2C(C)C)c1C(=O)c1ccccc1	-2.1	-7.6	24.1	6.0	-2.5	-23.8
Cc1ccc(-c2nnc(C)o2)cc1	-7.8	-35.6	6.2	5.5	-6.7	13.3
CC(=O)Oc1ccc(C(C)(C)C)cc1C	-9.4	-6.8	-21.1	6.0	-10.1	0.3
COc1ccccc1C(OC)c1ccccc1C(=O)O (centres undefined)	-1.4	-12.5	-16.1	-10.9	-17.1	-4.7
CCCCCCCCCCCC(=O)c1ccc(Cl)cc1	5.7	11.2	14.6	3.9	-19.9	9.6
ClCc1c(-c2ccccc2)oc(-c2ccccc2)c1CCl	68.8	21.9	73.4*	32.6	34.0	8.2
Next records:
SMILES	yeast sgs1 mgt1	cln2 rad14	yeast mlh1 rad18	rad50	mec2-1	bub3
CC(=O)Oc1cccc2c(C(=O)CCl)ccnc12	99.2*	92.0*	98.8*	99.1*	95.0*	95.3*
O=C(NC12CC3CC(CC(C3)C1)C2)C(=O)c1c[nH]c2ccc(Cl)cc12	-4.1	21.8	-9.2	-9.2	-10.6	8.5
Cc1nc2ccc(S(=O)(=O)NS(=O)(=O)c3ccc(-c4ccccc4)cc3)cc2c(=O)n1NS(=O)(=O)c1ccc(-c2ccccc2)cc1	22.9	-10.8	-10.2	-12.3	-17.9	-13.9
CCCC1OCCO1	-6.8	-4.5	-3.9	-15.3	-0.9	5.2
O=C(CCCN1CCC2(CC1)OC(=O)N(c1ccccc1)C2=O)c1ccccc1	85.9*	65.0	72.9*	83.9*	47.2	79.4*
CCCCOc1ccc(CCOC(C)=O)cc1	1.7	-25.3	-20.8	6.5	-14.4	-15.0
Cc1cc(C)nc(NS(=O)(=O)c2ccc(Nc3nc(-c4cccc([N+](=O)[O-])c4)cs3)cc2)n1	47.6	51.9	53.0	23.1	30.5	75.2*
CC(C)(C)OC(=O)c1ccccc1C(=O)c1ccccc1	-4.8	14.3	-10.8	-0.4	-1.2	9.1
c1ccc(SC(Sc2ccccc2)=C2CCC2)cc1	10.4	14.8	-6.3	9.7	-8.1	18.0
CC(C)CC(=O)Cc1nc2n(c1O)C(=N)N=N2	-14.2	-40.7	-20.1	-35.5	-15.9	-11.8
OCc1cccc2c1-c1c(CO)cccc1CC2	-5.0	63.4	7.7	2.4	-20.8	-7.5
[O-][n+]1onc2c1CCC(=N\O)/C2=N/Nc1ccccc1	-15.1	34.9	11.3	-1.6	-1.1	18.6
COc1cc(CCNC(=O)CCN2C(=O)CCC2=O)cc(OC)c1OC	0.1	3.5	-16.6	-9.1	2.3	-15.3
O=C(O)CC(Nc1ccccc1)C(=O)O (centres undefined)	-21.7	-18.3	-6.9	-5.4	-23.8	-31.8
Cc1cc(N(CCC#N)CCC#N)ccc1/C(Sc1ccccc1)=C(\NC(=O)/C=C/c1ccccc1)C(=O)Sc1ccccc1	90.9*	64.5	75.1*	86.6*	90.0*	87.2*
CCOc1cc2c(OCc3ccccc3)cc3c4cc(OC)c(OC)cc4c[n+](C)c3c2cc1OC	50.8	55.0	50.1	59.6	46.2	50.3
COc1ccc(OC)c2c(Cl)cc(NCCCN3CCN(CCCNc4cc(Cl)c5c(OC)ccc(OC)c5n4)CC3)nc12	21.8	-24.1	25.1	13.5	16.4	4.7
CC(=O)c1c(C)n(-c2ccccc2)c2c1nnc1ccccc12	22.2	-8.7	4.2	3.3	3.6	-5.7
COC1OCC(N=[N+]=[N-])C(OS(C)(=O)=O)C1OS(C)(=O)=O (centres undefined)	6.8	-6.8	-34.5	-1.6	-4.3	-16.4
CCCCN(CCCC)CC(C(=O)Nc1ccc([N+](=O)[O-])cc1[N+](=O)[O-])/C(C)=N\NC(=S)NN (centres undefined)	44.7	24.8	24.4	3.5	-6.8	16.2
CCCCCCCCCCCCCOCCOCCOCCCCC(O)CCCCCCCCCC1=C[C@H](C)OC1=O (some centres undefined)	7.9	21.9	-40.1	8.0	2.5	-2.1
N#Cc1c(-c2ccc(Cl)cc2)cn2c1[nH]c(=O)c1cc(Br)ccc12	-18.4	-12.6	14.4	6.5	0.9	-3.4
CC1=C(C(=O)O)N2C(=O)[C@@H](NC(=O)C(c3ccc(O)cc3)N3CSC(=S)N(C(C)C)C3)C2SC1 (some centres undefined)	22.2	-18.9	54.5	14.6	16.9	-0.5
CNCc1cccc2ccccc12	39.6	30.6	18.9	27.9	12.3	-11.1
COc1ccc2c3ccc4c(c3n(C)c2c1)C(=O)C=CC4=O	-12.8	4.5	-21.9	3.6	-11.9	2.0
Further records follow:
SMILES	yeast sgs1 mgt1	cln2 rad14	yeast mlh1 rad18	rad50	mec2-1	bub3
NCCCCCS(=O)(=O)O	-0.8	4.0	8.7	17.4	-1.1	-0.7
C/C=C(\C)C(=O)OC1CC[N+]2([O-])CCC(COC(=O)/C(=C/C)CO)C12 (centres undefined)	-23.8	-8.3	-25.9	-16.9	-39.6	-32.4
COc1ccc(/C=N\NC(=O)C(=O)N/N=C\c2ccc(OC)cc2)cc1	0.9	-27.6	-8.4	-12.4	-1.6	10.5
O=C(CNC(=O)OCc1ccccc1)NCS(=O)(=O)O	10.8	5.3	3.1	3.8	8.2	12.1
Cn1c(Cl)c(C=O)c(=O)n(C)c1=O	-6.0	-0.5	-2.5	17.8	-4.7	7.0
COc1ccc(C)cc1NC(=O)c1ccc(Cl)cc1Cl	46.0	-17.5	40.6	0.6	23.4	36.1
COC(=O)C(Cc1ccc(OC)c(OC)c1)NC=O (centres undefined)	12.8	16.5	3.9	-2.5	-3.3	1.4
Cc1ccc2c(c1)c(CC(=O)O)c(-c1ccccc1)n2Cc1ccc(Cl)cc1	-3.0	-7.8	13.2	9.1	-2.9	-0.4
CCCCCCC(O)C/C=C\CCCCCCCCO (centres undefined)	13.3	-27.6	18.4	11.9	-20.9	27.1

Some of the entries so far, bar-delimited.
SMILES | yeast sgs1 mgt1 | cln2 rad14 | yeast mlh1 rad18 | rad50 | mec2-1 | bub3
O=C(CNC(=O)OCc1ccccc1)NCS(=O)(=O)O | 10.8 | 5.3 | 3.1 | 3.8 | 8.2 | 12.1
Cn1c(Cl)c(C=O)c(=O)n(C)c1=O | -6.0 | -0.5 | -2.5 | 17.8 | -4.7 | 7.0
COc1ccc(C)cc1NC(=O)c1ccc(Cl)cc1Cl | 46.0 | -17.5 | 40.6 | 0.6 | 23.4 | 36.1
COC(=O)C(Cc1ccc(OC)c(OC)c1)NC=O (centres undefined) | 12.8 | 16.5 | 3.9 | -2.5 | -3.3 | 1.4
Cc1ccc2c(c1)c(CC(=O)O)c(-c1ccccc1)n2Cc1ccc(Cl)cc1 | -3.0 | -7.8 | 13.2 | 9.1 | -2.9 | -0.4
CCCCCCC(O)C/C=C\CCCCCCCCO (centres undefined) | 13.3 | -27.6 | 18.4 | 11.9 | -20.9 | 27.1
